# Efa HMGR inh: inhibitors of E. faecalis class II HMGR, primary screen, biochemical, Enterococcus faecalis | HMG-CoA reductase (Enterococcus faecalis, mvaE) | purified E. faecalis HMGR, NADPH absorbance 340 nm kinetic | inhibition, % at 10 µM | 0.41% of 190,000 active;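 active = inhibition above a set limit, the median over all tested compounds plus 3 SD, cut at about 9.5% in these data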;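 note: enzyme runs in reverse so mevalonate oxidation gives rising NADPH absorbance; 0% = complete reaction with DMSO and 100% = background rate lacking mevalonate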
# APP 5'UTR act: activators of APP 5'UTR luciferase reporter, primary screen, SH-SY5Y cells; SH-SY5Y APP 5'UTR luciferase reporter, luminescence; zero percent = DMSO vehicle wells; activation, % at 2 µM; 1% of 190,000 active;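 active = activation above a set limit, based on mean plus 3 SD of controls, cut at about 140% in these data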; note: values of inactives mirror those of a sister screen read the other way
# STAT1 activator: STAT1 signaling activators, primary screen, cell-based, HTS, luciferase reporter | NIH 3T3 STAT1-luciferase reporter, IFN-gamma, luminescence; 100% = IFN-gamma alone, no compound | activation (% of control), % at 5.5 µM | 2.6% of 200,000 active | AID 932, 2007;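 active = activation above the screen-wide mean activation plus 3 SD, cut at about 130% in these data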;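 note: raw ratio to IFN-gamma control signal so 100% means no change and 0% no light; values of inactives mirror those of a sister screen read the other way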
# STAT3 inh: IL-6 driven STAT3 reporter inhibitors, primary screen, U3A cells, luciferase, luminescence, MLSCN library. IL-6 STAT3-luciferase reporter; host cell line lacks STAT1. inhibition, % at 5.5 µM. 0.89% of 190,000 active;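 active = inhibition above the mean inhibition across all screened compounds plus 3 SD, cut at about 44% in these data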;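 note: 0% = DMSO only wells and 100% = 100 µM nifuroxazide control wells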
# Hsp70 activator: Hsp70 transcriptional activators, primary screen, cell-based, HeLa, Hsp70 promoter luciferase, luminescence, 10 µM; 0.04% of 200,000 active; HeLa Hsp70 promoter luciferase reporter; scaled: vehicle 0, proteasome-inhibitor control 100%; AID 1203, 2008; activation, % at 10 µM;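 active = activation above the mean across all tested compounds plus 3 SD, cutoff set per campaign, cut at about 5.5% in these data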;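 note: 100% = MG132 at 30 µM as the positive control and 0% = DMSO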
# NF-kB expr up: activators of NF-kB expression in neurons, primary screen, cell-based, HTS. fold change at 12.5 µM. 1.6% of 190,000 active. human neuronal cells, NF-kB reporter expression; active compounds read high; in the data active = fold change above about 3.3
# STAT3 activator: IL-6 driven STAT3 reporter potentiators, primary screen, U3A cells, luciferase, luminescence, MLSCN library; IL-6 STAT3-luciferase reporter; 100% = signal with IL-6 EC80 alone; activation (% of control), % at 5.6 µM; 0.91% of 190,000 active;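 active = activation above the screen-wide mean of compound activation plus 3 SD, cut at about 130% in these data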;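 note: 0% = background luminescence of wells with medium and substrate only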
#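 Test system: STAT3-luciferase reporter U3A cells; Detection: reporter luminescence signal; Times: 1 h compound pre-exposure, 6 h IL-6 stimulation, 37 °C; Benchmarks: IL-6-only high control; Also added: IL-6 stimulus at 33 ng/mL final.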
# STAT1 inh: STAT1 signaling inhibitors, primary screen, cell-based, HTS, luciferase reporter; NIH 3T3 STAT1-luciferase reporter, IFN-gamma, luminescence; inhibition, % at 5.5 µM; 0.35% of 200,000 active; AID 920, 2007;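 active = inhibition above a set limit, the mean inhibition across all tested compounds plus 3 SD, cut at about 34% in these data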;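 note: 0% = IFN-gamma with DMSO and 100% = IFN-gamma with 300 µM nifuroxazide; values of inactives mirror those of a sister screen read the other way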
# TLR4-MyD88 BLA: inhibitors of TLR4-MyD88 association in cells, primary screen, cell-based, HeLa CL3-4, BLA complementation, FRET ratio | HeLa CL3-4 TLR4/MyD88 BLA complementation | inhibition, % at 8.4 µM | 0.18% of 200,000 active | AID 861, 2007; in the data active = inhibition above about 25%;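 note: 0% = vehicle and 100% = reference inhibitor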
# Target sequence (O00206 whole entry, looked up): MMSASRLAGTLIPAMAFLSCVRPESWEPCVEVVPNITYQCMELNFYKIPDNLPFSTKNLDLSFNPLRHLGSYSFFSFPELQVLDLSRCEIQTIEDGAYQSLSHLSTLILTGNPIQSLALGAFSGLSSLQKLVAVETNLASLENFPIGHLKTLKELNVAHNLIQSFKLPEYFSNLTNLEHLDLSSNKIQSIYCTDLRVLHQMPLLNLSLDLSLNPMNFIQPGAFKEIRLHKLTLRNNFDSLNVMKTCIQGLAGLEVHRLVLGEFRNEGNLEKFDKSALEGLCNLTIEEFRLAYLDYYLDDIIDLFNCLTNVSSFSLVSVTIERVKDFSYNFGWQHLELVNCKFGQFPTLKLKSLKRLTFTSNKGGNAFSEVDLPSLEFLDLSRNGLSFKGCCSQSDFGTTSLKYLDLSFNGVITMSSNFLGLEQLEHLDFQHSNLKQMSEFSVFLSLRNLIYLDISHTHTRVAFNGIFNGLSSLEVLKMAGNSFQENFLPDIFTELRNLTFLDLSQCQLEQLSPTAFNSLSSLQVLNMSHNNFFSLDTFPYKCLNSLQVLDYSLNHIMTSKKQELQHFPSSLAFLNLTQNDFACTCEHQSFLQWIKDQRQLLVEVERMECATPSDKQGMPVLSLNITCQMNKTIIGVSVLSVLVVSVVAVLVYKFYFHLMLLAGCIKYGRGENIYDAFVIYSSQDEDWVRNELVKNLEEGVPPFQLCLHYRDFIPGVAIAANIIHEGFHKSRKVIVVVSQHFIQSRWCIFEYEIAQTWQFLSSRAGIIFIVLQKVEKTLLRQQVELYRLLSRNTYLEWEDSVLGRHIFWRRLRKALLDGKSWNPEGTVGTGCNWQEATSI
# Target sequence (Q99836 whole entry, looked up): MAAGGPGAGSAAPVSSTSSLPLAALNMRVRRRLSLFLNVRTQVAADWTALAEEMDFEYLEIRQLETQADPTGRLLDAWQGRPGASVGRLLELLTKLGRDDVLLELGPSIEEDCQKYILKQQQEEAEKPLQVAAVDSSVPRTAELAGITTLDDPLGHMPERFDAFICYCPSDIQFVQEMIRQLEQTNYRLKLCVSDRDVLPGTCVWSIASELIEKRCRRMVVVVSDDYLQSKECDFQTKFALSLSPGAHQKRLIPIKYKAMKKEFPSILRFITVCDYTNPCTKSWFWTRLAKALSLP
# Redox H2O2 prof: compounds producing H2O2 with reducing agent – biochemical, NIH compound library profiling, artefact control for MLSCN library redox annotation, primary screen; 0.03% of 200,000 active; DTT-dependent redox cycling H2O2, phenol red/HRP absorbance; 100% = 100 µM peroxide control, 0% = buffer; activation, % at 10 µM;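 active = activation of at least 50% relative to the plate's high and low controls in the primary single-dose screen; inactive = activation below 50%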;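 note: compound incubated with DTT at 0.8 mM final as the reducing agent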
# The depositor's hits bear a star.
SMILES,Efa HMGR inh,APP 5'UTR act,STAT1 activator,STAT3 inh,Hsp70 activator,NF-kB expr up,STAT3 activator,STAT1 inh,TLR4-MyD88 BLA,Redox H2O2 prof
CCCn1nnc(NCc2ccc(OCc3cccs3)c(OC)c2)n1,-4,0,104,0,0.0,1.2,106,-4,5,1.7
CSc1nc2ccc3nc(NC(=O)c4ccc(Cl)s4)sc3c2s1,-3,7,108,22,-0.2,1.2,89,-9,11,-2.8
Cc1cccc(C)c1NC(=S)NC1CCCCC1,0,-16,96,10,-0.1,0.92,93,5,1,0.2
CCN(CC)S(=O)(=O)c1cccc(C(=O)Oc2cccnc2)c1,-1,3,87,9,-0.2,1,95,14,2,0.7
CC(C)C1(C)C(=O)N=C2c3ccccc3C(=O)N21 (configuration not stated),-4,20,109,1,-0.5,1,103,-10,3,2.3
Cc1ccc(C(=O)N/N=C\c2c(C)nn(-c3ccccc3)c2Cl)cn1,-7,20,105,-2,0.0,0.83,101,-5,-12,-0.1
CCC(Sc1nc2c(cnn2-c2ccccc2)c(=O)[nH]1)C(=O)OC (configuration not stated),-8,-3,95,2,-0.4,1.1,102,6,8,-0.6
CC1=CC(c2ccccc2)n2nc(N3C(=O)CCC3=O)nc2N1 (configuration not stated),-6,-7,101,-3,-0.4,1.2,103,-1,-13,0.3
CC(=O)CCc1oc2c([N+](=O)[O-])cccc2c1-c1ccc(C)o1,-3,5,81,8,-0.5,1.2,96,19,16,-1.0
O=C(Cn1nc(C(F)(F)F)c2c1CCCC2)NCCN1CCOCC1,-2,14,99,0,0.0,1.1,103,1,9,2.3
Cc1c(NC(=O)C2CC=CCC2C(=O)O)c(=O)n(-c2ccccc2)n1C (configuration not stated),-3,6,104,12,-0.4,1.2,95,-4,7,-0.3
CCCCNC(=O)Cn1c(=O)oc2cc(S(=O)(=O)N3CC(C)CC(C)C3)ccc21 (configuration not stated),4,-20,102,6,-0.2,0.9,102,-2,-5,-1.1
CCOC(=O)CN(Cc1sccc1C)C(=O)Nc1ccc(OCC)cc1,1,4,108,29,-0.4,1,76,-9,7,0.2
CC(=O)Nc1cccc(NS(=O)(=O)Cc2ccc(Cl)cc2)c1,-4,5,99,12,-0.3,0.85,92,6,1,-0.9
O=C(O)CC1S/C(=N/N=C/c2ccc(Br)cc2)N(c2ccccc2)C1=O (configuration not stated),-1,2,99,25,-0.1,1.2,86,0,-5,-2.5
Cc1c(NC(=S)NC(=O)COc2ccccc2)c(=O)n(-c2ccccc2)n1C,-3,31,108,18,-0.1,1.2,88,-8,1,-0.2
CCC(Sc1nc(N)cc(N)n1)C(=O)O (configuration not stated),-5,-3,91,2,-0.5,0.93,97,9,-9,0.5
CCOc1cccc2cc(-c3nnc(NCc4ccc5c(c4)OCO5)s3)c(=O)oc12,1,-8,102,7,-0.3,1.1,93,-3,-1,0.6
CCOC(=O)C1CCCN(CC(=O)Nc2c(C(=O)OC)[nH]c3ccccc23)C1 (configuration not stated),-6,10,97,9,-0.1,0.53,100,3,-12,3.8
O=C(c1ccc2c(c1)OCO2)N1CCN(C(=O)c2ccco2)CC1,-5,-7,96,-3,-0.1,0.9,104,4,2,0.6
CSc1ncccc1C(=O)Nc1ccc(OC(F)(F)F)cc1,-8,-21,94,16,0.1,1.1,88,6,-2,-1.3
O=C1c2ccccc2C(=O)c2c1ccc1c(=O)n(-c3ccccc3)[nH]c21,-12,15,95,3,0.0,1.9,101,5,-6,2.5
COC(=O)/C(=C/c1ccc(F)cc1)NC(C)=O,-4,6,101,-8,-0.3,0.93,103,-2,-8,-0.1
CCCOC(=O)Cn1c(=O)c2cc3c(=O)n(CC(=O)OCCC)c(=O)c3cc2c1=O,-5,5,103,0,-0.2,1,106,-2,-6,0.5
O=c1oc2ccccc2nc1/C=C(O)/C=C/c1ccc(F)cc1,2,7,114,-2,0.1,2.3,100,-15,-2,0.3
SMILES,Efa HMGR inh,APP 5'UTR act,STAT1 activator,STAT3 inh,Hsp70 activator,NF-kB expr up,STAT3 activator,STAT1 inh,TLR4-MyD88 BLA,Redox H2O2 prof
COC(=O)c1ccc(CSc2nc3ccccc3c(=O)n2-c2ccc(OC)c(OC)c2)o1,5,4,91,11,-0.1,0.81,96,9,5,2.6
O=C(COc1ccc(Cl)cc1Cl)Nc1c(-c2cccs2)nc2ccccn12,-6,-16,106,-6,-0.2,0.7,107,-6,-3,0.2
CC(=O)NCCNC(=O)C1CCCCN1S(=O)(=O)c1ccccc1 (configuration not stated),-3,-10,101,-1,0.2,1.1,103,-2,5,-0.5
Cc1ccc(CNc2ccc3c(c2)ncn3C)cc1,-2,107,139*,-9,0.3,3.3,112,-42,-9,4.9
Cc1ccc(/C=C/C(=O)NCc2ccncc2)cc1,0,-4,104,5,-0.5,0.9,98,-4,-2,0.3
OCCNc1nc(C2CC2)nc2c1nnn2Cc1ccccc1Cl,-3,0,87,9,0.1,0.61,98,14,0,-1.3
O=C(Nc1sc2c(c1C(=O)O)CCCCC2)c1ccccc1,0,84,127,4,-0.1,1.9,100,-32,8,0.3
COc1ccc(Cn2c(=O)[nH]c3cc(C(=O)NCCCN4CCCC4=O)ccc3c2=O)cc1,-7,-7,106,12,-0.2,1.2,95,-6,12,-3.2
COc1ccccc1N(CC(=O)N(CC(C)C)CC(C)C)S(=O)(=O)c1cccs1,5,-9,91,7,-0.2,1.6,96,9,-4,-2.2
Cc1nnc(SCC(=O)c2ccc(S(=O)(=O)N3CCOCC3)cc2)n1-c1ccccc1,-6,12,108,3,-0.3,1.1,103,-9,4,1.1
CCOCCCNC(=O)c1c[nH]c2c(CC)cccc2c1=O,-4,-4,102,6,-0.4,0.98,97,-5,-25,0.0
CC(=O)Nc1ccc(C(=O)n2cnc3cc(C)c(C)cc32)cc1,-1,-13,95,2,-0.4,1.4,104,6,-10,-0.1
COc1ccc([N+](=O)[O-])cc1NC(=O)CN(C)S(=O)(=O)c1ccccc1,-7,-7,92,17,0.6,1.1,94,7,-14,-1.2
C=CCSc1nc(N)c(C(=O)Nc2ccccc2C)cc1C(N)=O,1,6,98,-10,-0.3,1,111,-1,2,-0.3
CCOc1ccc(N(CC(=O)NCC2CCCO2)C(=O)CCC(=O)Nc2ccccn2)cc1 (configuration not stated),2,-3,103,1,-0.3,1.3,103,-3,5,2.5
COC(=O)c1ccccc1NC(=O)c1cccc(NC(=O)c2ccc(Br)o2)c1C,5,23,103,11,0.7,0.98,95,-3,-6,2.5
CC1=NN(c2ccc(C(=O)O)c(N)c2)C(=O)C1,-4,-21,100,-10,0.2,1.4,109,-1,0,-1.0
COc1cc(OC)cc(-c2cc(NC(C)=O)n[nH]2)c1,-10,0,99,-2,-0.3,1.4,102,2,9,-2.5
O=C(COC(=O)c1ccncc1)Nc1cc(Cl)c(Cl)cc1Cl,-3,8,95,3,-0.1,1.1,101,6,-6,1.5
O=C(CCc1nc(-c2ccccc2)no1)NCc1cccnc1,-1,6,94,3,-0.1,1.3,102,7,-13,-0.1
Cc1ccc(C)c(S(=O)(=O)N2CC(=O)N(CCc3ccccc3)C(=O)C2)c1,0,-5,101,7,-0.3,1.3,97,-1,-12,0.1
CCc1c(C)[nH]c2ccccc2c1=O,4,-11,88,16,-0.2,1,91,11,-16,-0.4
CCOC(=O)C(NC(=O)c1cccc(Cl)c1)(OCc1ccc(F)cc1)C(F)(F)F (configuration not stated),2,13,104,-6,-0.3,0.8,108,-4,2,0.0
Cc1ccc(OCC(=O)NNC(=S)NC(=O)C(C)(C)C)c(Br)c1,-4,-13,111,6,0.1,0.9,101,-14,-7,0.8
CCN=C1Cn2c(nc3scc(-c4ccccc4)c3c2=O)CN1CC,9,5,96,18,-0.1,1,91,5,11,-1.8
SMILES,Efa HMGR inh,APP 5'UTR act,STAT1 activator,STAT3 inh,Hsp70 activator,NF-kB expr up,STAT3 activator,STAT1 inh,TLR4-MyD88 BLA,Redox H2O2 prof
N#Cc1nc(-c2ccc(OCc3ccc(Cl)cc3)cc2)oc1NCCCn1ccnc1,-4,19,107,12,1.1,1.3,95,-7,0,-0.5
CCOC(=O)N1CCN(Cc2oc(CO)cc(=O)c2O)CC1,0,18,97,0,-0.2,1,105,3,-15,0.3
O=C1NC(=O)C2C1C(c1ccccc1)N1C3C(=O)NC(=O)C3C(c3ccccc3)N21 (configuration not stated),-4,-1,109,-4,-0.5,1.1,103,-5,-3,-0.1
COc1ccc(CCn2c3c(c(=O)[nH]c2=O)C(NC(=O)c2cccs2)(C(F)(F)F)C(=O)N3)cc1OC (configuration not stated),0,17,102,2,-0.5,0.99,102,-3,10,2.4
COCC1CCN(Cc2cn[nH]c2-c2ccc(OC)cc2F)C1 (configuration not stated),-1,4,104,-4,-0.3,1.3,105,-4,-5,6.6
Cc1ccc(N(C)S(=O)(=O)c2cccc(C(=O)NC3=NCCS3)c2)cc1,-6,4,98,0,-0.4,1.2,100,2,-7,0.2
CCOCCCNC(=O)c1ccc2c(c1)N(Cc1ccccc1)C(=O)CS2=O (configuration not stated),1,0,100,2,-0.2,1.5,102,0,-10,-0.4
Fc1cc(F)cc(-c2oncc2-c2nnnn2-c2ccccc2)c1,-3,4,102,0,-0.5,1.2,102,-2,4,2.4
CCCn1nnnc1SCC(=O)c1ccc(NC(C)=O)cc1,1,11,104,-1,-0.4,0.98,103,-5,2,0.7
COc1ccc(NC(=O)[C@@H](NC(=O)c2ccccc2)C(C)C)cc1S(=O)(=O)N1CCCCC1,-3,3,98,0,-0.3,1.1,99,2,-4,-0.6
CCCn1nnc(NC(=O)c2cccc(Cl)c2)n1,2,14,103,-6,0.0,1.3,106,-4,9,0.3
CCOC(=O)CSC1=C(C#N)C(c2ccccc2OCC)C(C#N)C(=O)N1 (configuration not stated),-2,-3,108,-4,0.0,1.1,106,-9,7,0.1
COc1cc(C=O)ccc1OCC(=O)N1CCCC1,-1,-1,108,13,-0.1,0.99,95,-10,-10,-0.1
COc1ccc(/C=N/NC(=O)c2ccoc2C)cc1COc1c(C)cccc1C,2,22,106,25,-0.1,3,81,-6,-18,-7.3
O=C1CCCC2=C1C(c1ccco1)Nc1ccc(C(=O)c3ccccc3)cc1N2 (configuration not stated),-2,10,110,4,-0.1,1,101,-11,-6,0.1
COc1ccc(OCCn2cc(/C=N/NC(=O)c3ccncc3)c3ccccc32)cc1,0,-3,96,-4,-0.3,0.83,104,4,-13,1.0

# Compound profiles (already shown). Screens in order: Efa HMGR inh, APP 5'UTR act, STAT1 activator, STAT3 inh, Hsp70 activator, NF-kB expr up, STAT3 activator, STAT1 inh, TLR4-MyD88 BLA, Redox H2O2 prof
# CCc1c(C)[nH]c2ccccc2c1=O as listed: 4, -11, 88, 16, -0.2, 1, 91, 11, -16, -0.4
# COc1cc(C=O)ccc1OCC(=O)N1CCCC1 as listed: -1, -1, 108, 13, -0.1, 0.99, 95, -10, -10, -0.1

# Compound activity (PubChem)
